Screens (PubChem)
D1 antagonist = blocks dopamine activation of the human D1 receptor; P21728; HEK293 TREx D1 cells, calcium flux, dopamine EC80; active compounds read low; activity change, negative = inhibition, % at 10 µM; hit rate 3.2% among 360,000; in the data active = activity change below about -30%; also: % is scaled to controls: 0 for no effect and ±100 for the full control effect
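Calcium flux readout: force-coupled, inducible Hek293 Trex D1 line, cells induced overnight at 30 C with tetracycline, dye-loaded 30–90 min at RT. Antagonism scored against EC80 dopamine challenge given 180 s after compound.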
TRHR ag = activates the human TRH receptor | P34981 | TRHR cells, calcium flux fluo-8, FDSS agonist mode | activation, % at 2 µM | hit rate 0.18% among 360,000 | AID 493084; in the data active = activation above about 30%; also: 0% is about no effect
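In this calcium-flux screen, cells bearing human TRHR are dye-loaded with fluo-8, baselined for 10 cycles, then exposed to library compounds; positive kinetic calcium responses during the agonist phase mark hits, with TRH as control.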
D1 agonist = agonists of human D1 dopamine receptor; P21728; HEK293 T-REx D1 cells, calcium flux, agonist mode; activation, % at 2 µM; hit rate 1% among 360,000; AID 504660; in the data active = activation above about 30%; also: 0% is about no effect
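Inducible HEK293 T-REx D1 cells, force-coupled to calcium signalling, were plated at 4000 cells/well with tetracycline and held overnight at 30 C. After no-wash calcium dye loading, compound-evoked calcium rise over 180 s flagged agonists.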
D1 PAM = human D1 dopamine receptor positive modulation | hit rate 0.036% among 360,000 | potentiation, % at 10 µM | HEK293 TREx D1 cells, calcium flux, dopamine EC20 potentiation; in the data active = potentiation above about 30%; also: 0% is about no effect
D2 PAM = positively modulates the human D2 dopamine receptor allosterically | HEK293 T-REx D2, calcium flux, EC20 dopamine potentiation | hit rate 0.34% among 340,000 | AID 485347 | P14416 | potentiation, % at 10 µM;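 active = potentiation over 3 SD above the plate norm, cut at about 30% in these data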; also: 0% is about no effect
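Potentiation of an EC20 dopamine calcium response measured kinetically over 180 s, after a preceding 180 s compound-only read flagging agonists. Cells: inducible Hek293 Trex D2 line, 4000/well, cultured overnight at 30 C before dye loading.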
Apoferritin bind = candidate novel general anesthetic via apoferritin binding; apoferritin/1-aminoanthracene competitive binding, fluorescence; Potency, µM (titrated, usually from 77.5 µM), without a hit: at the top dose activity change, negative = displacement, most hits filed as inhibitors; hit rate 0.074% among 350,000; also: potency is read from the fitted curve at half-maximal effect; % is scaled to controls: 0 for no effect and ±100 for the full control effect; nearly all actives have a fitted effect of over 20% in size
Target sequence (P02791 2-175 limits assumed): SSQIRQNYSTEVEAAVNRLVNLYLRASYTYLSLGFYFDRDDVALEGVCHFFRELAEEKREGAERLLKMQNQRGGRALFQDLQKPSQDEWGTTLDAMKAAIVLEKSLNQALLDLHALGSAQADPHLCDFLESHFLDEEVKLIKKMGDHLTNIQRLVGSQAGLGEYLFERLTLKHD
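Probe: 1-aminoanthracene (50% saturated, PBS). Protein: horse-spleen apoferritin, 10 uM. Incubation: 10 min, room temperature. Detection: 380 nm excitation, 535 nm emission. Analysis: normalized response, four-parameter Hill.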
RXFP1 ag = RXFP1 (human) receptor agonism. hit rate 0.3% among 370,000. Potency, µM (doses to about 57.5 µM), for the others: at the top dose activation, usual class: activators. HEK293T-RXFP1 cAMP TR-FRET, 30 min; response scale: percent of porcine relaxin response, buffer zero. AID 2676. Q9HBX9; also: potency is read from the fitted curve at half-maximal effect; % is scaled to controls: 0 for no effect and ±100 for the full control effect; nearly all actives have a fitted effect of over 60% in size; many of its hits are not listed in these tables
Target sequence (Q9HBX9 whole entry, looked up): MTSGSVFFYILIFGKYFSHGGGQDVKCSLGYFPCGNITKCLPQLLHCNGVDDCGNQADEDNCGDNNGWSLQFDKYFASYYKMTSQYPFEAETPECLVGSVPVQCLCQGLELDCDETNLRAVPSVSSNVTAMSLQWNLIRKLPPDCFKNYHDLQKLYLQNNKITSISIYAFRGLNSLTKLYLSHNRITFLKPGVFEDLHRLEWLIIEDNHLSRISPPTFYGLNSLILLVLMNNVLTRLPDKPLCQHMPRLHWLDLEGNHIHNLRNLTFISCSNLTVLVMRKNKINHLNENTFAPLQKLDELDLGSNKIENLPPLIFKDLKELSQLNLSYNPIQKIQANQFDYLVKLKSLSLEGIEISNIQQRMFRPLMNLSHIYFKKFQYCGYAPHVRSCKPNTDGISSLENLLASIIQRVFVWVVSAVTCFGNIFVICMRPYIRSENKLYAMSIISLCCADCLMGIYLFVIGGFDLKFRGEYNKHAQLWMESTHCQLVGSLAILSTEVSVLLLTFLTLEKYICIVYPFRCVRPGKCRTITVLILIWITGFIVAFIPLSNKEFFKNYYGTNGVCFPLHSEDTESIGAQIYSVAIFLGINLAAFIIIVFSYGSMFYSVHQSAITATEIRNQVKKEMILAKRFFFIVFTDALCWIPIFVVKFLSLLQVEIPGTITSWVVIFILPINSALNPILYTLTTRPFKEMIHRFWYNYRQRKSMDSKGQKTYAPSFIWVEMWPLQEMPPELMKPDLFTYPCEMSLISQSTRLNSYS
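cAMP rise read by TR-FRET after 30 min, 37C compound exposure (up to 58 uM) in RXFP1-transfected HEK293 cells with Ro 20174 present. EC50 from Hill-equation fits, with 29 nM porcine relaxin as 100% and buffer as basal.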
TRHR PAM = TRH receptor (human) allosteric enhancement; P34981; TRHR cells, fluo-8 calcium fluorescence, EC20 TRH enhancement; enhancement, % at 2 µM; hit rate 0.66% among 360,000; AID 493056; in the data active = enhancement above about 30%; also: 0% is about no effect
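TRHR-expressing cells loaded with fluo-8 calcium dye were read kinetically (ex 480/em 530) during compound addition, then stimulated with an EC20 of TRH (10 nM final). Enhancement of the Gq-mediated intracellular calcium response was scored.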
RXFP1 antagonist = antagonists of human relaxin receptor RXFP1; activity change, negative = inhibition, % at 57.5 µM; hit rate 0.59% among 350,000; AID 1259400; HEK293-RXFP1, relaxin-stimulated cAMP HTRF, 30 min; active compounds read low; Q9HBX9;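 active = activity change of -60% or lower, but not beyond a set lower limit; inconclusive = change between -60% and -40%, or beyond the set limit; inactive = change above -40%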; also: % is scaled to controls: 0 for no effect and ±100 for the full control effect
Starred values were filed as active, the others as inactive; ? = inconclusive; . = not tested or not shown; & = joins results of further samples; [ ] = remark or other dose. Unless noted, calls follow the shape of the dose curve; as a rule, active = well fitted curve in the direction sought with a large enough effect; inconclusive = small, poorly fitted or top-dose-only effect, or another doubt; inactive = no such curve, though single readings can be large; an effect the other way counts as inactive or inconclusive.

No. | compound | D1 antagonist | TRHR ag | D1 agonist | D1 PAM | D2 PAM
1 | O=c1c2sc3ccccc3c2n(Cc2ccccc2F)c(=O)n1CCc1ccccc1 | -17 | 1.6 | 4 | -5 | -3
2 | O=C(NC1CC1)C1=C[C@@H](c2ccccc2)C[C@@H](OCCCCO)O1 | 17 | -0.4 | -2 | 2 | -2
3 | COc1ccc(NC(=O)CCCN2C(=O)CN(C)C2=O)cc1Cl | -3 | 0.4 | 2 | -2 | 9
4 | CCCN(CC(=O)Nc1ccccc1OC)C(=O)Cn1[nH]c(=O)c2ccccc2c1=O | -4 | 0.0 | 0 | . | -7
5 | O=C(CCc1nnc(C2CCCCC2)o1)N1CCN(C2CCCCC2)CC1 | -15 | 0.5 | 1 | 0 | 13
6 | CCOc1ccc(C(=O)NCCN2CCCC2)cc1 | 11 | -1.9 | 2 | -1 | 3
7 | Cc1ccccc1NC(=S)N1CCCC1 | 19 | -0.1 | 2 | -2 | -2
8 | CCCCN(C(=O)Nc1ccc(OCC)cc1)C1CCN(C(C)=O)CC1 | -4&-2 | 0.1&0.9 | 3&3 | 1&-4 | 1&3
9 | CC(NC(=O)c1ccc(C#N)cc1)C1CC2CCC1C2 (stereo not given) | 14 | -0.8 | 0 | -1 | .
10 | Cc1ccc(S(=O)(=O)N2CCN(C(=O)Cc3c(F)cccc3Cl)CC2)cc1 | 32 | -0.4 | -1 | 1 | 13

No. | Apoferritin bind | RXFP1 ag | TRHR PAM | RXFP1 antagonist
1 | -4% | -0.3% | -10 | .
2 | -9% | -0.3% | -5 | .
3 | . | 0.5% | -1 | -9
4 | . | 4.2% | 3 | -10
5 | -4% | -0.7% | -16 | -13
6 | -6% | -1.7% | -3 | -10
7 | -11% | -2.2% | -3 | -5
8 | 59%&-8%[activator] | -3.5%&2.5% | 0&0 | -4&-2
9 | -7% | -0.9% | 1 | -11
10 | . | 0.2% | -5 | -11

(continued)
No. | compound | D1 antagonist | TRHR ag | D1 agonist | D1 PAM | D2 PAM
11 | Cc1cc(C)c(C#N)c(SCC(=O)Nc2nnc(-c3ccccc3)s2)n1 | 11 | 0.1 | 2 | 2 | 4
12 | Cc1csc(=O)n1CC(=O)OCC(=O)Nc1cc(S(=O)(=O)N2CCOCC2)ccc1Cl | -17 | 0.4 | 0 | -1 | 10
13 | c1ccc2nc3c(nc2c1)c1ccccc1n3CCN1CCOCC1 | -6 | 0.7 | 0 | -1 | -26
14 | Cc1ccc(NC(=O)CSCC(=O)Nc2cc(Cl)ccc2N2CCN(C)CC2)cc1 | -10 | 0.2 | 1 | -10 | -12
15 | O=C(NC1CCCCC1)C(c1ccc(F)cc1)N(Cc1ccccc1)C(=O)CN1C(=O)c2ccccc2S1(=O)=O (stereo not given) | -1 | 0.7 | 5 | -8 | 1
16 | CCCn1c(SCC(=O)Nc2nccs2)nnc1-c1cccnc1 | 6 | 1.5 | 0 | -7 | -8
17 | Fc1cccc(NC(=S)N2CCn3cccc3C2c2cccnc2)c1 (stereo not given) | -11 | 1.3 | 5 | -6 | 15
18 | CCOC(=O)c1[nH]c2ccc(Br)cc2c1NC(=O)CCN1CCCCC1 | 1 | -0.2 | 6 | 1 | -10
19 | O=S(=O)(NCc1ccc(Cl)cc1)NCc1ccccc1F | -17 | -0.6 | 0 | -6 | .
20 | O=C(O)C1CCC(CNCc2ccccc2Cl)CC1 (stereo not given) | -10 | -0.6 | 2 | -6 | 9

No. | Apoferritin bind | RXFP1 ag | TRHR PAM | RXFP1 antagonist
11 | -7% | ? | -2 | -2
12 | . | 0.3% | -21 | -9
13 | -6% | 0.3% | -1 | 3
14 | . | 1.1% | 11 | -21
15 | -5% | -0.4% | -7 | -17
16 | -7% | -0.1% | -1 | 13
17 | -4% | -0.6% | 3 | -32
18 | -14% | 0.5% | -7 | .
19 | -2% | -2.4% | -2 | 7
20 | 17% | 1.0% | -3 | -5

Next results follow:
No. | compound | D1 antagonist | TRHR ag | D1 agonist | D1 PAM | D2 PAM
21 | COC(=O)c1ccc(COc2ccc(-c3nn[nH]n3)cc2)cc1 | -6 | -0.3 | 1 | -6 | 12
22 | CCc1nccn1CCC(=O)N1CCCC(N2CCN(c3ccccc3C)CC2)C1 (stereo not given) | 3 | -0.1 | 4 | -3 | 10
23 | COc1ccc(CCNC(=O)c2cc(C)nc3c2c(C)nn3-c2ccccc2)cc1OC | -6 | -1.9 | 3 | 1 | .
24 | Cc1cccc(C)c1N(CC(=O)N(C)Cc1ccccc1)S(C)(=O)=O | -25 | 1.3 | 3 | -14 | -3
25 | CCc1ccc(-n2c(=O)c3c4c(sc3n(Cc3cc(=O)n5c(C)cccc5n3)c2=O)CCC4)cc1 | 7 | -0.1 | -2 | 6 | -1
26 | CC(C)(C)OC(=O)NC(CCNC=C1C(=O)OC(C)(C)OC1=O)C(=O)O (stereo not given) | 2 | 1.2 | 7 | -3 | -10
27 | CCn1c(CNC(=O)Cc2ccc(OC)cc2)nnc1SCC(=O)Nc1ccc(C(=O)O)cc1 | -7 | -0.4 | 0 | 2 | -3
28 | CCc1c(C)nc(SCC(=O)Nc2c(C)n(C)n(-c3ccccc3)c2=O)[nH]c1=O | 0 | -0.2 | 7 | 6 | 3
29 | Cc1c(OCC(=O)NCCCN2CCOCC2)ccc2c3c(c(=O)oc12)CCCC3 | -17 | 0.4 | 1 | 0 | 0
30 | CC1CCN(CCCNC(=O)c2ccc(CS(=O)(=O)Cc3ccc(Cl)cc3)o2)CC1 | 5 | -0.2 | 3 | -2 | 2

No. | Apoferritin bind | RXFP1 ag | TRHR PAM | RXFP1 antagonist
21 | -4% | -0.6% | 7 | -6
22 | -1% | -1.2% | 2 | -3
23 | 6% | 1.8% | -6 | .
24 | -6% | 0.1% | 2 | -3
25 | -9% | 4.9% | -3 | .
26 | -9% | -0.3% | -10 | -6
27 | -11% | -0.3% | 11 | -5
28 | -7% | 0.8% | -4 | 4
29 | -7% | 8.1% | 5 | 24
30 | -6% | 1.0% | -3 | -21

Going on with the list.
No. | compound | D1 antagonist | TRHR ag | D1 agonist | D1 PAM | D2 PAM
31 | CCCCNS(=O)(=O)c1cc(-c2nn(C)c(=O)c3ccccc23)ccc1C | -2 | 0.2 | 5 | 3 | 4
32 | Cc1cccc(C)c1NC(=O)c1cccc(COc2cc(Cl)ccc2Cl)c1 | 18 | -0.6 | 6 | 0 | -5
33 | CCOc1ccc(C(O)c2nccn2Cc2ccccc2)cc1 (stereo not given) | 6 | -0.3 | 7 | -11 | 1
34 | O=C(NCc1ccncc1)C1CCCCC1 | 8 | 0.2 | -1 | 1 | 24
35 | O=C(CSc1nnc(COc2ccccc2)n1Cc1ccco1)c1ccc(F)cc1 | -5 | -1.3 | 0 | -2 | 3
36 | COc1cccc(CN2CCN(Cc3ccccc3C(F)(F)F)CC2)c1 | 27 | -0.4 | 6 | 7 | -14
37 | O=C(Cc1ccccc1)n1nc(-c2ccco2)nc1SCc1ccccc1 | -6 | -0.4 | 3 | 2 | -2
38 | Cc1ccc(C(=O)NCCOc2ccc(Cl)cc2)cc1 | 11 | -0.1 | 2 | -5 | -21
39 | CC(=O)C(Cc1ccccc1)NC(=O)CN1CCc2ccccc2C1 (stereo not given) | -9 | 0.1 | 0 | -2 | -8
40 | COc1ccc(CCNc2nc(SCc3cccc(Cl)c3)nc3ccccc23)cc1OC | 16 | 0.0 | 5 | 5 | 8

No. | Apoferritin bind | RXFP1 ag | TRHR PAM | RXFP1 antagonist
31 | -16% | 2.2% | -1 | 7
32 | -6% | 0.8% | 1 | 4
33 | -11% | 0.0% | -3 | 3
34 | 4% | 2.2% | -5 | 6
35 | ? | 2.7% | 8 | -10
36 | -4% | -0.8% | -7 | -38
37 | ? | 0.7% | -6 | -12
38 | -4% | -0.7% | -4 | -21
39 | -8% | 0.7% | 1 | -11
40 | -5% | 5.5% | 3 | -9

Additional compounds
No. | compound | D1 antagonist | TRHR ag | D1 agonist | D1 PAM | D2 PAM
41 | COC(=O)C1=CN(c2ccc(OC)cc2)C=C(C(=O)OC)C1c1ccc(C)c([N+](=O)[O-])c1 | 16 | 0.1 | 7 | -4 | -1
42 | O=C(COC(=O)C1COc2ccccc2O1)NC1CCS(=O)(=O)C1 (stereo not given) | -22 | 0.5 | 4 | -7 | 3
43 | CC1CCN(S(=O)(=O)c2ccccc2[N+](=O)[O-])CC1 | 2 | -1.1 | 1 | -3 | -4
44 | CCOc1ccccc1N1CC(C(=O)NNC(=O)c2ccc(F)cc2)CC1=O (stereo not given) | -4 | -0.4 | 2 | 5 | .
45 | C=CCC1CCCCC12NC(=O)N(c1ccccc1)N2 (stereo not given) | 5 | 0.1 | 2 | -5 | -4
46 | Cc1ccc(CNC(=O)c2cnn(-c3cccc(C)c3)c2C2CCN(C(=O)OC(C)(C)C)CC2)cc1 | -4 | 0.3 | 2 | 0 | 3
47 | Cc1ccc2nc(SCc3nnc(-c4ccccc4)o3)[nH]c2c1 | 12 | -0.8 | -1 | 0 | 7

No. | Apoferritin bind | RXFP1 ag | TRHR PAM | RXFP1 antagonist
41 | -22% | 0.5% | -1 | 6
42 | -4% | 2.2% | 2 | -5
43 | -8% | 4.3% | 8 | 5
44 | . | 0.6% | 3 | 4
45 | -7% | -3.4% | 0 | 1
46 | -5% | -4.5% | 6 | -26
47 | -23% | 1.8% | 9 | -3

Profiles, quoted from the list:
Cc1ccc2nc(SCc3nnc(-c4ccccc4)o3)[nH]c2c1 reads D1 antagonist = 12; TRHR ag = -0.8; D1 agonist = -1; D1 PAM = 0; D2 PAM = 7; Apoferritin bind = -23%; RXFP1 ag = 1.8%; TRHR PAM = 9; RXFP1 antagonist = -3
CCOc1ccccc1N1CC(C(=O)NNC(=O)c2ccc(F)cc2)CC1=O (stereo not given) reads D1 antagonist = -4; TRHR ag = -0.4; D1 agonist = 2; D1 PAM = 5; D2 PAM = .; Apoferritin bind = .; RXFP1 ag = 0.6%; TRHR PAM = 3; RXFP1 antagonist = 4
C=CCC1CCCCC12NC(=O)N(c1ccccc1)N2 (stereo not given) reads D1 antagonist = 5; TRHR ag = 0.1; D1 agonist = 2; D1 PAM = -5; D2 PAM = -4; Apoferritin bind = -7%; RXFP1 ag = -3.4%; TRHR PAM = 0; RXFP1 antagonist = 1

This is a subset, so the mix of outcomes need not match the whole.
